Compound activity (PubChem)
K1F lysis inhibition – protection from phage-mediated lysis, alamar blue read-out – E. coli UTI89, K1F phage, bacterial capsule biogenesis inhibitors (AID 488966). 340,000 tested, 0.02% active. one-dose inhibition, % at 100 µM; IC50 in µM for titrated hits. E. coli UTI89 K1F phage lysis, alamar blue, 2 h; higher % means a stronger effect;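 active = phage lysis inhibition, versus mean bacterial control, above a set limit; inconclusive = no clear call, values can overlap the other calls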;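 note: capsule biogenesis inhibitors block K1F phage lysis so surviving cells raise fluorescence; higher fluorescence means more inhibition of phage lysis; actives were called in the ten point dose series up to 300 µM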
GPR35 arrestin U2OS – inhibition of zaprinast-stimulated GPR35 beta-arrestin translocation – imaging, U2OS, beta-arrestin-GFP, zaprinast agonist, primary screen (AID 2058); U2OS GPR35 beta-arrestin-GFP translocation imaging, zaprinast antagonism; higher % means a stronger effect; inhibition, % at 10 µM; hits with a dose series show IC50 in µM; 290,000 tested, 0.052% active;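 active = inhibition of at least 50% with at least 30 cells and total cytoplasm GFP at most 10,000,000; inconclusive = under 30 cells or total GFP of 10,000,000 plus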
LYP phosphatase – inhibitors of LYP phosphatase, biochemical, fluorescence intensity, uHTS (AID 1779). recombinant LYP phosphatase, fluorescence intensity; higher % means a stronger effect. inhibition, % at 11.5 µM; hits with a dose series show IC50 in µM. 290,000 tested, 0.054% active; in the data active = inhibition above about 50%;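 note: plate controls were vehicle with enzyme for no effect and no enzyme for full effect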
WT yeast gro inh – growth inhibition of WT yeast, mitochondrial fusion screen; inhibition, % at 10 µM; mitochondrial fusion phenotypic screen, WT strain; 190,000 tested, 2.1% active; AID 1362; in the data active = inhibition above about 58%; tested in S. cerevisiae
RSV CPE inhibition – RSV antiviral activity via CPE protection, HEp-2 cells, primary 10 µM value included (AID 2391) | HEp-2 cells, RSV-induced CPE inhibition; higher % means a stronger effect | CPE inhibition, % at 10 µM; hits with a dose series show IC50 in µM | 310,000 tested, 0.13% active; in the data active = a potency from the dose series; inconclusive = CPE inhibition mostly from about 23% at the one dose, without a potency; inactive = the rest, 99 in 100 with CPE inhibition below about 21%; note: strong numbers were not always called active
NTR1 agonist – agonists of NTR1, primary screen, imaging, U2OS cells, beta-arrestin-GFP, high content (AID 493036). P30989. NTR1-U2OS beta-arrestin-GFP spot imaging, agonist mode. activation, % at 20 µM. 330,000 tested, 0.17% active;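 active = activation at or above 40% of the spot to cytoplasm intensity ratio, with at least 20 cells analyzed; inconclusive = wells under 20 cells, flagged as cytotoxic or low count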;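 note: 0% = DMSO without peptide and 100% = 100 nM NTR1 peptide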
Target sequence (P30989 whole entry, looked up): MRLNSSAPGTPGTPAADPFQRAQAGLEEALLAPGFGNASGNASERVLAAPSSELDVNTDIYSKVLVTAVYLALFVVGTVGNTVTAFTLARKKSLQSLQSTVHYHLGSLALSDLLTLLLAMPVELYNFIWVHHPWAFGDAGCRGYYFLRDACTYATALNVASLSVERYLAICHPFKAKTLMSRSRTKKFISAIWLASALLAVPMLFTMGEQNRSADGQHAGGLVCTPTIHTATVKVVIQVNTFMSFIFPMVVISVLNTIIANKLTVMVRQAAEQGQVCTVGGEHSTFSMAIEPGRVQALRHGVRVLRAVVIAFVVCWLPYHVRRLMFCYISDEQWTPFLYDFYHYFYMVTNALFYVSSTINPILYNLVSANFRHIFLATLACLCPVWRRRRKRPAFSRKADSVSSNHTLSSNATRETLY
Dengue-2 NS5 capping – Dengue-2 NS5 methyltransferase inhibitors, primary screen, biochemical, confirmation dose response (AID 588689); one-dose inhibition, % at 25 µM; IC50 in µM for titrated hits; 340,000 tested, 0.3% active; Dengue-2 NS5 methyltransferase capping enzyme assay, biochemical; higher % means a stronger effect; in the data active = a potency from the dose series; inconclusive = inhibition above about 29% without an active follow-up result
AID2073 – inhibitors of Mint1-CaV2.2 protein interaction, biochemical, HTRF (AID 2073). HTRF protein-protein interaction, Mint1-CaV2.2; higher % means a stronger effect. inhibition, % at 20 µM, or IC50 in µM where a hit was titrated. 290,000 tested, 0.19% active; in the data active = inhibition mostly above about 51%, no sharp cut-off; inconclusive = no clear call, values can overlap the other calls; inactive = mostly below about 53%; note: some results filed as inactive read as strong as hits
Autophagy mod – autophagy modulation, high-content screen | MEF GFP-LC3 puncta imaging; test concentration mostly 10 µM | calls only at 10 µM (by protocol) | 190,000 tested, 0.98% active;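 active = percentage of spot-positive cells more than 3 SD above its plate mean, without a fluorescence outlier flag or 80% toxicity; inconclusive = no clear call, values can overlap the other calls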;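 note: spot-positive cell cutoff set from DMSO-treated cells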
WT yeast gro inh mutant strain – also measured in WT yeast gro inh; calls as there; inhibition, %; mitochondrial fusion phenotypic screen, mutant strain inhibition
Autophagy mod cell loss 18 h – also measured in Autophagy mod; calls as there; toxicity, %; measured here: cell loss, nuclei count;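 cell loss after 18 h compound exposure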
NTR1 agonist cell count 20 µM – further read-out of NTR1 agonist, marked with its call; cell count; measured here: cell count, cytotoxicity flag
Dengue-2 NS5 capping pilot replicate – further read-out of Dengue-2 NS5 capping, marked with its call; inhibition, %; measured here: pilot screen replicate inhibition
Active calls of the source: *; i = inactive; ? = inconclusive; . = no result given; [ ] = another dose, or the depositor's remark.

SMILES | K1F lysis inhibition | GPR35 arrestin U2OS | LYP phosphatase | WT yeast gro inh | WT yeast gro inh mutant strain | RSV CPE inhibition | NTR1 agonist | NTR1 agonist cell count 20 µM | Dengue-2 NS5 capping | AID2073 | Autophagy mod | Autophagy mod cell loss 18 h | others
CCC(=O)NCCCNc1nc2c(C)cccc2cc1C#N | 0.3% | 3% | -1% | -10 | 11 | 3.6% | 0.4 | 26 | -5% | 3% | i | -3
N#Cc1ccccc1OCCn1cncn1 | 0.1% | -14% | -8% | . | . | 2.0% | 0.4 | 63 | 3% | -3% | . | .
CC(=O)CCc1oc2ccc([N+](=O)[O-])cc2c1-c1ccc(C)o1 | 0.2% | -11% | -5% | 27 | -2 | 3.2% | 1.7 | 49 | 8% | 20% | i | 24
O=C(N/N=C\c1cccc(F)c1)c1ccc(Cn2cc(Br)c([N+](=O)[O-])n2)o1 | 0.6% | 12% | -1% | -7 | -15 | 0.6% | 0.3 | 81 | -3% | -4% | i | -25
CCCc1cc(-c2n[nH]c(=S)n2CC(C)C)cs1 | -0.9% | 5% | 58%* | 62* | 52* | 7.8% | -0.3 | 38 | 1% | -9% | i | -6
O=C(C1=C(O)C(=O)N(CCN2CCOCC2)C1c1ccco1)c1cc2ccccc2o1 (stereo not given) | 0.2% | 10% | -10% | . | . | 0.5% | -0.8 | 47 | -8% | -3% | . | .
Cc1nnc(NC(=O)c2ccc(-c3cccc(C(F)(F)F)c3)o2)s1 | 3.3% | -11% | -7% | -8 | -20 | 0.2% | -1.2 | 56 | -2% | 18% | i | 3
Cc1ccc2nc(-c3ccccc3NC(=O)CCC(=O)O)c(=O)[nH]c2c1 | 4.9% | 8% | 0% | . | . | 0.2% | -0.5 | 45 | -7% | 2% | . | .
Cn1nccc1NC(=O)Nc1cccc(Br)c1 | 0.0% | -11% | -5% | . | . | 0.8% | -1.0 | 108 | -11% | 1% | . | .
Cc1[nH]n(-c2ccc([N+](=O)[O-])cc2)c(=O)c1C=NCCN1CCN(C(=O)c2ccc(F)cc2)CC1 | 0.8% | 8% | -4% | 56 | 54 | -1.9% | -1.6 | 91 | -8% | 0% | i | 10
FC(F)(F)c1nc2ccccc2nc1N/N=C\c1ccccc1 | 0.9% | 4% | -4% | -6 | 10 | 2.0% | 3.1 | 58 | -1% | -1% | i | -28
COc1cc2c(cc1OC)CN(C(=S)NC(=O)c1ccccc1)CC2 | -1.4% | 11% | -5% | 18 | -9 | -1.3% | 1.0 | 37 | 1% | -20% | i | 4
CC(=O)Nc1ccc2c3c(cccc13)CC2 | 0.6% | . | . | . | . | 3.1% | 0.6 | 93 | 3% | . | i | 10
Cc1cc(C)n(-c2nc(C)nc3sc4c(c23)CCC(C)C4)n1 (stereo not given) | 7.9% | -2% | 0% | 3 | -1 | -0.7% | 0.3 | 52 | -3% | -2% | i | 0
CC(OC(=O)c1nsc(Cl)c1Cl)C(=O)NC1CCCCC1 (stereo not given) | 0.1% | -19% | -6% | . | . | 0.4% | 0.9 | 60 | -9% | 9% | . | .

Continued; it opens with the 3 that closed the last part.
SMILES | K1F lysis inhibition | GPR35 arrestin U2OS | LYP phosphatase | WT yeast gro inh | WT yeast gro inh mutant strain | RSV CPE inhibition | NTR1 agonist | NTR1 agonist cell count 20 µM | Dengue-2 NS5 capping | AID2073 | Autophagy mod | Autophagy mod cell loss 18 h | others
CC(=O)Nc1ccc2c3c(cccc13)CC2 | 0.6% | . | . | . | . | 3.1% | 0.6 | 93 | 3% | . | i | 10
Cc1cc(C)n(-c2nc(C)nc3sc4c(c23)CCC(C)C4)n1 (stereo not given) | 7.9% | -2% | 0% | 3 | -1 | -0.7% | 0.3 | 52 | -3% | -2% | i | 0
CC(OC(=O)c1nsc(Cl)c1Cl)C(=O)NC1CCCCC1 (stereo not given) | 0.1% | -19% | -6% | . | . | 0.4% | 0.9 | 60 | -9% | 9% | . | .
CCOc1ccc(CN2CCSCC2)cc1 | -0.7% | -6% | -10% | . | . | 0.3% | 0.9 | 67 | 0% | 2% | . | .
CC(C)c1cc(C(=O)OCC(=O)NC(=O)NCc2ccco2)c(O)c(C(C)C)c1 | -0.6% | 1% | 11% | 25 | 3 | 2.5% | 24 | 37 | -4% | 27% | i | -3
CCSc1nc2c(c(=O)[nH]1)C(c1cccnc1)C(C(=O)OC)=C(C)N2 (stereo not given) | 0.0% | -3% | -4% | -17 | -31 | 3.2% | -0.8 | 58 | -9% | 5% | i | -4
Cc1cc(O)c(N)c(C)c1Cl | -1.7% | 4% | 4% | -17 | 2 | 22% | 0.6 | 36 | -3% | -26% | i | -3
COc1ccc(N2CC(O)=C(c3nc(-c4ccccc4)cs3)C2=N)cc1 | 0.3% | -7% | -6% | . | . | 0.3% | 1.4 | 64 | -4% | 0% | . | .
Cc1nc(N2CCN(S(=O)(=O)c3ccc(F)cc3)CC2)c2c(-c3cccs3)csc2n1 | 1.9% | -3% | 2% | 35 | -24 | 49% | 8.5 | 52 | -5% | 8% | i | -2
COC(=O)C1=C(C)NC2=C(C(=O)CCC2)C1c1ccc(-c2ccsc2C(=O)OC)o1 (stereo not given) | -0.5% | 2% | -9% | . | . | . | 0.2 | 37 | -8% | 9% | . | .
CC(NC(=O)CN(C)S(=O)(=O)c1cccc2nsnc12)c1ccccc1 (stereo not given) | 0.1% | -7% | -14% | . | . | 3.5% | 1.7 | 50 | -3% | 6% | . | .
Cc1cccc(NC(=S)NC(=O)Cc2ccccc2)c1C | -0.6% | -2% | -6% | . | . | 4.0% | 13 | 59 | -7% | 0% | . | .
CC1CCN(c2ccccc2NC(=O)c2cc3ccccc3o2)CC1 | -0.7%[50 µM] | 0% | 0% | . | . | 11% | 4.0 | 85 | -3% | 3% | . | .
Cc1ccc(NC(=O)CCc2nc3ccccc3s2)c(O)c1 | 0.1% | -14% | -2% | -6 | -24 | 1.5% | 0.5 | 51 | -4% | 0% | i | 1
Cc1ccc(S(=O)(=O)Nc2ccccc2)cc1C(=O)N1CCCC1 | 1.9%[50 µM] | 0% | -3% | . | . | 1.9% | 0.3 | 63 | -6% | 10% | . | .
COc1cccc(NC(=O)CN(C)C(=O)Cc2cccc3ccccc23)c1 | 0.3%[50 µM] | . | . | . | . | 2.4% | 1.3 | 70 | -8% | . | . | .
CCN1CCN(CCC(=O)Nc2ccc3c(c2)OCO3)CC1 | -0.5% | 0% | -5% | -9 | 14 | 0.6% | -1.6 | 31 | -2% | -9% | i | -2
COC(=O)CNC(=O)COC(=O)/C=C/c1ccccc1[N+](=O)[O-] | -0.2% | -4% | -7% | 0 | -5 | 2.8% | 2.1 | 35 | -14% | -7% | i | -1
COc1ccccc1NC(=O)Nc1nc(CC(=O)Nc2cccc(F)c2)cs1 | -1.6%[50 µM] | . | . | . | . | ? | 10 | 66 | -7% | . | . | .
O=C(CSc1nnc(-c2ccco2)o1)c1ccc([N+](=O)[O-])cc1 | . | 4% | -5% | . | . | 2.7% | 0.2 | 36 | . | 5% | . | .
CCC1=NN(C(=O)CCc2ccccc2)C(O)(C(F)(F)F)C1 (stereo not given) | 0.0% | -3% | -6% | -10 | -48 | 1.7% | -1.0 | 34 | -1% | 3% | i | -6
Cc1ccc(C(=O)COC(=O)c2ccco2)cc1C | 3.0%[50 µM] | -3% | -6% | . | . | 1.2% | -0.5 | 67 | -5% | -1% | . | .
O=C(NCCCCNC(=O)c1cccnc1)c1cccnc1 | -0.2% | 4% | -5% | 0 | -4 | 1.0% | 1.4 | 71 | -7% | 2% | i | -1
O=C(C1CC1)N1CCc2cc(S(=O)(=O)N(CCO)Cc3ccccc3)ccc21 | 0.5% | -9% | 3% | -22 | -2 | 4.0% | 2.8 | 45 | 1% | 15% | i | 2
CCNS(=O)(=O)c1ccc(NC(=S)NCC2CCCO2)cc1 (stereo not given) | 0.1% | 19% | 4% | 3 | 1 | 1.5% | 0.5 | 49 | . | -2% | i | -6
CN(CC(=O)Nc1c(Cl)cccc1Cl)C(=O)CCNS(=O)(=O)c1ccccc1C(F)(F)F | -1.3% | . | . | . | . | -0.2% | -1.5 | 64 | -7% | . | . | .
CS/C(N)=N/N=C/c1c(O)ccc2ccccc12 | 0.7% | -6% | -7% | . | . | 8.7% | 0.0 | 53 | -2% | -3% | . | .
Cc1ccc(NC(=O)CNS(=O)(=O)c2ccc(F)cc2)cc1C | -0.5% | 11% | -4% | -21 | -18 | 4.0% | 3.1 | 40 | -9% | 4% | i | -10
CC(C)CNS(=O)(=O)c1ccc(OCC(=O)Nc2ccc3c(c2)OCO3)c(Cl)c1 | 0.6% | -11% | -5% | -13 | 13 | 0.7% | -1.7 | 93 | -5% | 1% | i | 0 | Dengue-2 NS5 capping pilot replicate=-5.6
Cc1cc(C)n(CC(=O)N/N=C/c2cccc([N+](=O)[O-])c2)n1 | 0.8% | -9% | 0% | -5 | -4 | 1.4% | 2.2 | 48 | -3% | 11% | i | -9
CCc1ccc(OCCCC(=O)Nc2ccc(S(N)(=O)=O)cc2)cc1 | 0.6% | 4% | -6% | 5 | 8 | 6.0% | 0.7 | 38 | -12% | 14% | i | 17
CC(C)CNS(=O)(=O)c1cc(C(=O)OCC(=O)c2ccc3c(c2)OCCO3)c(Cl)cc1Cl | 0.4% | 26% | 6% | 4 | -13 | 0.7% | 4.6 | 83 | -12% | 9% | i | -13
Cc1nc(-c2nc(-c3c(C(=O)NNC(=O)c4ccc(Cl)cc4)noc3C)cs2)cs1 | -0.7% | -10% | 0% | . | . | 0.9% | 3.5 | 30 | -4% | 1% | . | .
Brc1ccc(-c2csc(N/N=C/c3ccc4c(c3)OCO4)n2)cc1 | 1.6% | 29% | 4% | 21 | 16 | 2.8% | 1.2 | 55 | -8% | 12% | i | -16
O=C(Nc1ccc(NC(=O)c2ccc3c(c2)OCCO3)cc1)c1ccccc1 | -0.1% | -11% | -11% | . | . | -0.2% | -0.9 | 42 | 4% | 25% | . | .
O=C(NCc1ccccc1)C1CCCN(c2ncnc3c2nc2n3CCCCC2)C1 (stereo not given) | 0.1% | 3% | 2% | . | . | -0.6% | 3.1 | 36 | -5% | 1% | . | .
CS(=O)(=O)N(Cc1ccccc1)c1ccccc1C(=O)Nc1ccccc1C(=O)NCc1ccco1 | 6.4% | -17% | -6% | 9 | 5 | 1.1% | 0.7 | 81 | -5% | -1% | i | -3
CC1CCCCN1CCNC(=O)CCc1nnc2n(Cc3ccccc3)c(=O)c3ccccc3n12 (stereo not given) | 4.9% | -4% | -12% | . | . | 8.8% | 8.4 | 43 | 5% | 14% | . | .
